mcGAS MS inh = inhibitors of mouse cGAS | inhibition, % at 12.5 µM | actives 0.18% (n = 130,000) | recombinant mouse cGAS, cGAMP by RapidFire MS;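 active = inhibition of cGAS enzyme activity at or above 60%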;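 also: enzyme stimulated by 45 bp dsDNA with ATP and GTP substrates; cGAMP share of summed cGAMP plus half ATP and half GTP signals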
Target sequence (Q8C6L5 whole entry, looked up): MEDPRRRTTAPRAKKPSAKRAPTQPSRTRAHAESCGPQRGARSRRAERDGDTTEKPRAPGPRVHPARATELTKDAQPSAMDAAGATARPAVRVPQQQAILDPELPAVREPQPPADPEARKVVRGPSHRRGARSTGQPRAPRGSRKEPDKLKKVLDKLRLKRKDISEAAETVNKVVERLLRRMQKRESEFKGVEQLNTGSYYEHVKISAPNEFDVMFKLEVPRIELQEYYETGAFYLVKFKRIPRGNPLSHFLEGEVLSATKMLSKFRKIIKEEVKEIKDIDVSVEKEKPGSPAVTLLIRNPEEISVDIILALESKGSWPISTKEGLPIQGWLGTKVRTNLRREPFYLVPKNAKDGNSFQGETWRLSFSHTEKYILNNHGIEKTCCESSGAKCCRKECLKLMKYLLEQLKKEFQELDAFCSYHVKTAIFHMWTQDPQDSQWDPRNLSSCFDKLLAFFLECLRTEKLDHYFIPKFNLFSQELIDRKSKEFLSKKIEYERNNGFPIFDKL
Active calls of the source: *. Not all compounds are listed; rates above refer to the full screens.

SMILES	mcGAS MS inh
CC(OC(=O)c1ccc(Cl)s1)C(=O)Nc1ccc(N(C)C)cc1 (configuration not stated)	-21
Nc1ncc(C(=O)N2CCOC(c3ccc(F)cc3)C2)c(-c2ccccc2)n1 (configuration not stated)	-5
CC(=O)N1N=C(CC#N)OC1(C)CC(=O)Nc1ccccc1 (configuration not stated)	-1
Cc1ccc(C=C2N=C(c3ccc4c(c3)OCO4)OC2=O)o1	-3
CSc1ccc(CN(C)C(=O)CCn2c(-c3ccc(C)cc3)n[nH]c2=S)cc1	12
Cc1ccc(C(=O)NCc2ccc(S(=O)(=O)N(C)C)s2)cn1	-9
COc1ccccc1C(C)Nc1ccc(S(=O)(=O)N2CCCCC2)cn1 (configuration not stated)	-6
COCc1nc(C)cc(Sc2n[nH]c(-c3cccs3)n2)n1	38
c1cc2cc(CN3CCC4(CCOCC4)CC3)ccc2[nH]1	-13
Cc1cccc(N(CC(=O)NCCCc2cccnc2)S(C)(=O)=O)c1	-4
COc1ccc(-c2nc(SCc3nc(C)c(C)o3)n[nH]2)cc1	-5
CCOc1ccc2[nH]c(=O)c(CN3CCNC(CC)C3)cc2c1 (configuration not stated)	7
Cc1ccc(Cc2nsc(N3CCCNCC3)n2)cc1	-3
CCN1C(=O)c2cc(NS(=O)(=O)C3CCCCC3)ccc2Oc2ccccc21	-14
O=P(O)(O)C(Nc1ccc2c(c1)OCCO2)c1ccc(Cl)cc1 (configuration not stated)	0
CC(C)(C)C(=O)CNCC(=O)C(C)(C)C	-4
Cc1ccc(S(=O)(=O)c2nc(Nc3nncs3)sc2Cl)cc1	19
Cc1c(C(=O)N2CCC3(CC2)C(=O)NCN3c2ccccc2)cnn1-c1ccccc1	5
CN1CCN(c2ncccc2CNC(=O)CCCc2cn[nH]c2)CC1	-13
Cc1cc(COc2ccccc2)oc1C(=O)N1CCc2c(nc[nH]c2=O)C1	-7
Cc1noc(C)c1CCC(=O)NCc1cc(-c2cccs2)on1	-4
CCn1nnc2c(NCCCOC(C)C)ncnc21	-16
O=C(O)CONS(=O)(=O)c1ccc(F)cc1	-5
O=C(Nc1nnc(-c2ccccc2)s1)c1cccc(C(F)(F)F)c1	-3
Cc1ccn2c(=O)c(NC(=O)C(F)(F)F)c(C)nc2c1	-19
CCOC(=O)Cn1c(=O)c2c(nc3n(-c4ccc(OCC)cc4)c(C)cn23)n(C)c1=O	-10
CC1(C(=O)NS(=O)(=O)c2cccc(F)c2)CCN1C(=O)C1CCCCC1 (configuration not stated)	-1
CC(C)(C)OC(=O)NC1CCCC1C(=O)NCc1cccs1 (configuration not stated)	-4
Cc1oc(-c2cccc(F)c2)nc1CN(C)C(C)c1cccs1 (configuration not stated)	-10
Oc1cccc(CN2CCN(c3nccc(C(F)(F)F)n3)CC2)c1	-4
COc1ccc(C(=O)Nc2c3c(nn2-c2cccc(C)c2C)CS(=O)C3)c(OC)c1 (configuration not stated)	-7
CC(C)(C)n1ncc2c(=O)n(NC(=O)CCc3ccccc3)cnc21	-5
CC(C)c1cc(C(=O)N(C)Cc2cn[nH]c2-c2ccccc2)n(C)n1	-11
Nc1c(Cl)ncnc1NCCCn1ccnc1	2
CC(C)c1nc(C2CCCN(C(=O)c3cc(C(C)C)n(C(C)(C)C)n3)C2)no1 (configuration not stated)	-5
CC(=O)NCCn1ccnc1-c1ccc(Oc2ncccn2)cc1	-11
CCC(=O)N(c1nnc(SCC(=O)Nc2oc(C)c3c(C)n[nH]c(=O)c23)s1)C1CC1	-8
COc1ccc2c(=O)c3c(=O)n(-c4ccccc4)c(-c4ccccc4)nc3oc2c1	-7
Cc1ccc(C2(O)CCN(C(=O)C3=Cc4ccccc4OC=C3)CC2)nc1	-8
C=CCn1c(SCC(=O)N2CCOCC2)nc(O)cc1=O	-7
O=C(NCc1nc2ccccc2n1Cc1ccc(Br)cc1)c1ccco1	-8
CSc1nc2nc3c(cn2n1)C(=O)CC(C)(C)C3	0
C=CCNc1ncnc2c1cnn2-c1ccccc1	2
COc1c2ccoc2cc2oc(C)cc(=O)c12	-4
O=C(Nc1ccccc1C(=O)NC1CC1)c1cnc(-c2ccccc2)s1	-32
Cc1ccnc(NCCNC2CCN(C(=O)C3CCCO3)CC2)c1 (configuration not stated)	0
C[N+]1(c2cccc(C(F)(F)F)c2)CCC(N)=N1 (configuration not stated)	-5
Cc1oc(-c2cccs2)nc1C(=O)NC1CCN(Cc2ccccc2)C1=O (configuration not stated)	-52
Cc1cc(F)ccc1S(=O)(=O)NC1CCC(C(F)(F)F)CC1 (configuration not stated)	-7
Cc1cc(C(=O)COC(=O)Cn2ccc(=O)[nH]c2=O)c(C)n1Cc1ccc2c(c1)OCO2	-3
Continuation.
SMILES	mcGAS MS inh
Cc1ccccc1Cn1cc(C(=O)NC(Cn2ccnc2)c2ccccc2)nn1 (configuration not stated)	-9
CCCC(C)Nc1ncnc2sc3c(c12)CCC(C)C3 (configuration not stated)	-7
COC(=O)N1CCC(Nc2nc(C)nc3sc4c(c23)CCC4)CC1	-9
CCC(C)NC(=O)CSc1nnc(NCc2ccc(OC)cc2)s1 (configuration not stated)	0
C=CCNC(=S)NC(=O)c1ccco1	-9
COc1ccc(N2CCN(C(=O)c3ccccc3N3CCC(NC(=O)Cc4ccccc4)CC3)CC2)cc1	-8
CCN(CC)C(=O)c1c(C)nc2ccccc2c1-c1ccccc1	1
O=C(O)C1CC2(CCNCC2)CN1C(=O)CCCc1cn[nH]c1 (configuration not stated)	-10
C=C1c2ccccc2C(=O)N1C(C)C(=O)Nc1ccc(Cl)c(Cl)c1 (configuration not stated)	0
Cc1sc2nc(CSc3nnc4ccccn34)[nH]c(=O)c2c1C	-9

Structures above containing a Cl atom:
SMILES	mcGAS MS inh
CC(OC(=O)c1ccc(Cl)s1)C(=O)Nc1ccc(N(C)C)cc1 (configuration not stated)	-21
O=P(O)(O)C(Nc1ccc2c(c1)OCCO2)c1ccc(Cl)cc1 (configuration not stated)	0
Cc1ccc(S(=O)(=O)c2nc(Nc3nncs3)sc2Cl)cc1	19
Nc1c(Cl)ncnc1NCCCn1ccnc1	2
C=C1c2ccccc2C(=O)N1C(C)C(=O)Nc1ccc(Cl)c(Cl)c1 (configuration not stated)	0

Four compounds already listed, sorted by SMILES length, low to high:
SMILES	mcGAS MS inh
C=CCNC(=S)NC(=O)c1ccco1	-9
CCN(CC)C(=O)c1c(C)nc2ccccc2c1-c1ccccc1	1
C=C1c2ccccc2C(=O)N1C(C)C(=O)Nc1ccc(Cl)c(Cl)c1 (configuration not stated)	0
COc1ccc(N2CCN(C(=O)c3ccccc3N3CCC(NC(=O)Cc4ccccc4)CC3)CC2)cc1	-8

Next part.
SMILES	mcGAS MS inh
Cc1ccc(C(C2Sc3nc(C)nn3C2=O)N2CC(C)OC(C)C2)cc1 (configuration not stated)	-12
CCN1CCN(c2ncnc(N(CC)CC)c2N)CC1	-5
COc1ccc(NC(=O)N2CCN(Cc3ccc(C#N)cc3)CC2)cc1F	-17
O=C(N[C@H]1CN[C@H](C(=O)NCCCn2ccnc2)C1)c1cccc(Cl)c1	-25
CCN(Cc1ccc(F)c(F)c1)C(=O)Cc1[nH]nc2ccccc12	-23
CC(C)(C)NC(=O)N1CCn2cccc2C1c1ccc(F)c(F)c1 (configuration not stated)	-8
COc1cccc(-c2nc3ccc(-c4ccccc4)cn3c2CCC(=O)O)c1	3
COC(=O)CC(C)NC(=O)Nc1cccc(OCC(F)(F)F)c1C (configuration not stated)	-17
Cc1cc(C=O)c(C)n1NC(=O)c1ccccc1	3
Cc1ccsc1[C@@H]1CCN(C(=O)c2cc(=O)[nH]c3ccc(F)cc23)C[C@H]1O	-2
CC1C2CC3(C)CC1(C)CC(C1(C)CC(=O)O1)(C2)C3 (configuration not stated)	0
Cc1cccc(N2CCN(Cc3nncn3C)CC2)c1C	-1
CCN(CC)CCNc1ncnc2sc3c(c12)CC(C)(C)OC3	8
CCCCCCCCNC(=O)c1ccc(Br)o1	49
CC(C)(C)NS(=O)(=O)c1ccc(C2=NC(=Cc3ccsc3)C(=O)O2)cc1	-3
Cc1ccc(/C=C/S(=O)(=O)NCCCn2nc(-c3ccccc3)ccc2=O)cc1	7
CC1CC(C)CN(C(=O)CSc2nnc(-c3ccncc3)n2C)C1 (configuration not stated)	-7
CN(Cc1cccc2cccnc12)C(=O)c1ccc2nc(C3CC3)oc2c1	-6
O=C(/C=C/c1ccc([N+](=O)[O-])cc1)Nn1cnc2c(cnn2-c2ccccc2)c1=O	-5
Cc1nc(CNC(=O)c2cccc(Cn3cccn3)c2)cs1	9
Cc1cnc(Cn2ccnc2-c2c(C)sc3ccccc23)cn1	-5
O=c1oc2ccccc2n1CN1CCCC1c1ccc2c(c1)OCCCO2 (configuration not stated)	-5
O=S(=O)(NC1=NCCCCC1)c1ccc(Cl)cc1Cl	-1
Cc1cc(Br)cc2c1NC(=O)C2=O	2
Cc1c(NC(=O)Cc2csc(NC(=O)NC3CCCC3)n2)c(=O)n(-c2ccccc2)n1C	0
CO[C@@]1(NC(=O)C2SC(=C(C(N)=O)C(=O)O)S2)C(=O)N2C(C(=O)O)=C(CSc3nnnn3C)CSC21 (some centres not stated)	-7
O=C(c1ccc2nc(Cc3ccccc3F)oc2c1)N1CCCC1c1ccccn1 (configuration not stated)	-7
O=S(=O)(NC1CCCCCC1)c1ccc(Cl)cc1	7
COCC(=O)N1CCC(Oc2ccc(C(=O)N[C@H]3CCCCNC3=O)cc2)CC1	2
COC(=O)c1cn(C2CCCCC2OC(=O)c2cc3c(s2)CCC3)nn1 (configuration not stated)	-2
CC(=O)NC(=Nc1nc(C)cc(C)n1)Nc1ccccc1Cl	5
Cc1ccccc1NC(=O)c1ccc(-n2nc(-c3ccc(Cl)c(Cl)c3)cc2N)cc1	5
CCn1c(C)nc2cc(O)ccc21	-6
CN1CCN2CCN(CCOCc3ccccc3)CC2C1=O (configuration not stated)	-9
CC(NS(=O)(=O)C1CC1)C(C)(C)CN(C)C (configuration not stated)	-10
CC(C)(CNC(=O)c1ccc2nc(Cl)ccc2c1)S(C)(=O)=O	-8
O=C(CSc1nnnn1C1CC1)N1N=C(c2cccs2)CC1c1cccs1 (configuration not stated)	-4
CC(O)(CNC(=O)NC1CCCCC1n1cccn1)c1cccs1 (configuration not stated)	-15
Cc1cc(C2CCC2)nc(N2CCNC(=O)C2)n1	-12
O=C(CCc1ccc(Cl)cc1Cl)N1CCCC(c2ncn[nH]2)C1 (configuration not stated)	-6
Cc1cc(OCC(=O)NNC(=O)COc2ccc([N+](=O)[O-])cc2)cc(C)c1Cl	-4
CC(C)Cc1nnc(NC(=O)Nc2ccc(Br)cc2)s1	-9
CN(C)Cc1ccc2ccc3cccc4ccc1c2c34	41
COCCN1CCC(CNC(=O)c2ncccc2O)CC1	-6
COc1ccccc1NC(=O)Nc1ccnn1C1CCN(C(=O)C2CCCO2)CC1 (configuration not stated)	9
C#CCN1CCCCC1C(=O)NCC1CCCCC1 (configuration not stated)	-29
CCc1cccc(C)c1NCc1cn2c(C)cc(C)nc2n1	-3
O=C1NC(Nc2ncc(Cl)cn2)(C(F)(F)F)C(=O)N1CCC1C=NC2C=CC=CC12 (configuration not stated)	3
CC(C(=O)N1CCN(C)C2(CCN(C)CC2)C1)n1cc(Cl)cn1 (configuration not stated)	-9
CCOC(=O)C1(CCc2ccccc2)CCCN(C(=O)c2n[nH]c(=O)c3ccccc23)C1 (configuration not stated)	-13
(next part)
SMILES	mcGAS MS inh
O=C1C(=O)c2c(C(=O)c3ccccc3)coc2-c2ccccc21	-6
COC(=O)C1=C(C(=O)OC)C2=S(SC(c3ccc(OC)cc3)=C2)S1 (configuration not stated)	-12
COc1cc2c(cc1OC)CN(C1CCCN(Cc3cc4ccccc4o3)C1)CC2 (configuration not stated)	0
O=C(O)C1CCS(=O)(=O)C1 (configuration not stated)	0
O=S(=O)(c1ccc2c(c1)OCCO2)N(Cc1ccco1)Cc1cccs1	3
N=C1C(c2nc(-c3ccc(F)cc3)cs2)C(=O)CN1CCCN1CCOCC1 (configuration not stated)	-6
COc1ccc(OC)c(NC(=O)C2(C)CCN2Cc2ccoc2)c1 (configuration not stated)	-4
Cc1cc(C)cc(NC(=O)CN2C(=O)c3ccccc3C2=O)c1	-1
COc1c(C)cnc(CN(C)C(=O)c2cc(C(C)C)nn2C)c1C	-7
C=CCNc1nc2cc(-c3cccc(Cl)c3Cl)sc2c(=O)n1C	4
Cc1cccc(-c2nnc(CCC(=O)N3CCSCC3)c(=O)[nH]2)c1	-4
CC(C)(C)c1cc(NC(=O)CCc2ccccc2O)n[nH]1	6
Cc1ccc(Cn2ccnc2-c2ccccc2C(=O)O)cc1	-3
CCOC(=O)c1cnn(CCC#N)c1NC(=O)c1cc(F)cc(Br)c1	-6
CC(=O)c1ccc2c(c1)N(Cc1ccc(C(F)(F)F)o1)C(=O)C(C)S2 (configuration not stated)	0
Cn1c(-c2nc(C(=O)NCc3ccncc3)cs2)cc2ccccc21	-2
C=CCONC(=O)CN1C(=O)NC2(CCN(C(=O)OCc3ccccc3)CC2)C1=O	-2
O=S(=O)(NCc1ccco1)c1cccc2ccccc12	-3
COc1ccc(CC(=O)NCc2nnc(SCC(=O)Nc3nc4ccccc4s3)n2-c2ccc([N+](=O)[O-])cc2)cc1	-5
CNC(=O)c1nnc2n1CCN(C(=O)c1ccccc1C)C2	-11
CC1(C(=O)NS(=O)(=O)c2ccc(C#N)cc2)CCN1C(=O)c1ccccc1CCc1ccccc1 (configuration not stated)	-9
CCOC(=O)c1nnn(-c2nc(OCC)nc(N(C)C)n2)c1C	-19
CC(=O)Oc1ccccc1Cn1c(C)c(C(=O)NCc2ccccc2C(F)(F)F)sc1=O	-2
COC(=O)c1c(C)[nH]c(C(=O)C(C)OC(=O)CCC2CCCC2)c1C (configuration not stated)	-2
CCN(CC)C(=S)S	54
O=C(N=c1ccccn1Cc1ccccc1)c1ccc(=O)[nH]n1	-14
Nc1nc(N2CCCCC2)nn1C(=O)CC1C=CCC1 (configuration not stated)	-7

Random excerpt: 2 records from the list
SMILES	mcGAS MS inh
CC(=O)Oc1ccccc1Cn1c(C)c(C(=O)NCc2ccccc2C(F)(F)F)sc1=O	-2
CC1(C(=O)NS(=O)(=O)c2ccc(C#N)cc2)CCN1C(=O)c1ccccc1CCc1ccccc1 (configuration not stated)	-9
